Screening data: PubChem BioAssay, several laboratories
NTR1 agonist: agonists of NTR1, primary screen, imaging, U2OS cells, beta-arrestin-GFP, high content (AID 493036); activation, % at 20 µM; actives 0.17% (n = 330,000); NTR1-U2OS beta-arrestin-GFP spot imaging, agonist mode; P30989;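 active = activation at or above 40% of the spot to cytoplasm intensity ratio, with at least 20 cells analyzed; inconclusive = wells under 20 cells, flagged as cytotoxic or low count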;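 also: 0% = DMSO without peptide and 100% = 100 nM NTR1 peptide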
Target sequence (P30989 whole entry, looked up): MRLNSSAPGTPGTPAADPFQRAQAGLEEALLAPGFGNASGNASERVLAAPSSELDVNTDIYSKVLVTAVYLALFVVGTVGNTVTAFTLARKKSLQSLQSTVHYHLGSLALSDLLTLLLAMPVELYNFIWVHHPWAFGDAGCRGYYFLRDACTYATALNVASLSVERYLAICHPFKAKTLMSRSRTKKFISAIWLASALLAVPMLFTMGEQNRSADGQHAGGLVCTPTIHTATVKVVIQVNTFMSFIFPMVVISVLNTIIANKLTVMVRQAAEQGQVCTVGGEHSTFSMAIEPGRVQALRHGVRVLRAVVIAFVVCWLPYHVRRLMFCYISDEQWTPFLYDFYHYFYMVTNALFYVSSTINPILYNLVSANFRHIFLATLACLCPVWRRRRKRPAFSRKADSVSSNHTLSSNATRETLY
Rac1 GTP hydrolysis: MgcRacGAP GTPase-activating activity inhibitors, confirmation, biochemical, ADP Hunter fluorescence | MgcRacGAP-stimulated Rac1 GTP hydrolysis, ADP Hunter fluorescence; higher % means a stronger effect; GST-tagged Rac1 F28L mutant substrate | inhibition, % at 30 µM, or IC50 in µM where a hit was titrated | actives 0.6% (n = 340,000) | AID 624330;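 active = first-screen hits whose inhibition reached a set limit at any dose in the follow-up dose series; inconclusive = inhibition above the set first-screen limit but never retested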;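 also: fluorescence reports GDP produced by GAP-driven GTP hydrolysis; strong numbers were not always called active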
K1F lysis inhibition: protection from phage-mediated lysis, alamar blue read-out – E. coli UTI89, K1F phage, bacterial capsule biogenesis inhibitors (AID 488966); E. coli UTI89 K1F phage lysis, alamar blue, 2 h; higher % means a stronger effect; one-dose inhibition, % at 100 µM; IC50 in µM for titrated hits; actives 0.02% (n = 340,000);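 active = phage lysis inhibition, versus mean bacterial control, above a set limit; inconclusive = no clear call, values can overlap the other calls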;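 also: capsule biogenesis inhibitors block K1F phage lysis so surviving cells raise fluorescence; higher fluorescence means more inhibition of phage lysis; actives were called in the ten point dose series up to 300 µM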
GPR35 antagonists: GPR35 antagonists blocking zaprinast-driven arrestin recruitment, primary screen, imaging, U2OS, beta-arrestin-GFP, zaprinast agonist (AID 2058); inhibition, % at 10 µM; hits with a dose series show IC50 in µM; actives 0.052% (n = 290,000); U2OS GPR35 beta-arrestin-GFP translocation imaging, zaprinast antagonism; higher % means a stronger effect;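 active = inhibition of at least 50% with at least 30 cells and total cytoplasm GFP at most 10,000,000; inconclusive = under 30 cells or total GFP of 10,000,000 plus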
GPR55 LPI antagonism: GPR55 antagonists blocking LPI-driven arrestin recruitment, primary screen, imaging, U2OS, beta-arrestin-GFP, LPI agonist (AID 2013) | actives 0.13% (n = 290,000) | one-dose inhibition, % at 10 µM; IC50 in µM for titrated hits | U2OS GPR55 beta-arrestin-GFP translocation imaging, LPI antagonism; higher % means a stronger effect;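 active = spots per cell inhibited over 60%, with over 100 cells counted and total cytoplasm intensity under 500,000; inconclusive = wells with under 100 cells, flagged as likely toxic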;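 also: U2OS cells stably carrying GPR55 and arrestin-GFP stimulated by 5 µM LPI near EC80; imaged beta-arrestin-GFP aggregate spots per cell after agonist stimulation; plate controls were LPI-stimulated DMSO wells for no effect and DMSO wells without LPI for full effect; some results filed as inactive read as strong as hits; confirmed hits need IC50 under 10 µM and bright autofluorescent wells are also inconclusive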
KOR beta-arrestin-1: kappa opioid receptor activators – cell-based, luminescence, uHTS, primary screen (AID 1777); actives 0.02% (n = 280,000); KOR beta-arrestin recruitment, luminescence; higher % means a stronger effect; activation, % at 10 µM, or EC50 in µM where a hit was titrated; in the data active = activation above about 50%, passing the limit was not always enough; also: a part of the inactive calls stands beside numbers as strong as those of hits
KOR beta-arrestin-2: kappa opioid receptor blockers – cell-based, luminescence, uHTS (AID 1778); KOR beta-arrestin recruitment, luminescence, antagonist mode; higher % means a stronger effect; one-dose inhibition, % at 10 µM; IC50 in µM for titrated hits; actives 0.091% (n = 290,000); in the data active = inhibition above about 50%; also: strong numbers were not always called active
GPR55 beta-arrestin: GPR55 agonists via beta-arrestin recruitment, primary screen, imaging, U2OS cells, beta-arrestin-GFP redistribution (AID 1961). U2OS GPR55 beta-arrestin-GFP redistribution imaging; higher % means a stronger effect. one-dose activation, % at 10 µM; EC50 in µM for titrated hits. actives 0.048% (n = 290,000);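 active = activation above 40% with more than 50 cells counted in the well; inconclusive = wells holding fewer than 50 cells, flagged as toxic or sparse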;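 also: U2OS osteosarcoma cells stably expressing GPR55 and beta-arrestin-GFP; plate controls were DMSO negative control for no effect and LPI positive control for full effect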
NOD1 NF-kB reporter: NOD1 signaling inhibitors, primary screen, cell-based, luminescence, uHTS (AID 1578); inhibition, % at 4 µM; hits with a dose series show EC50 in µM; actives 1% (n = 290,000); NOD1-driven NF-kB luciferase reporter cells, luminescence; higher % means a stronger effect; in the data active = inhibition mostly above about 36%, no sharp cut-off; inactive = mostly below about 34%;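 also: HEK-293T reporter cells stimulated with the NOD1 agonist gamma-tri-DAP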
NTR1 agonist cell count 20 µM: further read-out of NTR1 agonist, marked with its call; cell count; measured here: cell count, cytotoxicity flag
* = called active by the depositor; ? = inconclusive; nt = not tested or not shown; [ ] = dose if it differs, or a comment.

SMILES | NTR1 agonist | NTR1 agonist cell count 20 µM | Rac1 GTP hydrolysis | K1F lysis inhibition | GPR35 antagonists | GPR55 LPI antagonism | KOR beta-arrestin-1 | KOR beta-arrestin-2 | GPR55 beta-arrestin | NOD1 NF-kB reporter
CN1CCCCCC1C(=O)N1CCC(N2CCC(C(=O)N3CCOCC3)CC2)CC1 (stereo not given) | -0.1 | 60 | 10% | 1.8%[50 µM] | 2% | 11% | 2.1% | -13% | -0.3% | 12%
COCc1cccc(NC(=O)Cc2cccc3ccccc23)c1 | -0.7 | 42 | 5% | 1.2% | -19% | 5% | -3.6% | 10% | 0.3% | -29%
O=C(NC1CCCC1)C(c1ccccc1)N(Cc1ccc2c(c1)OCO2)C(=O)Cc1cccs1 (stereo not given) | -0.1 | 56 | -4% | -1.0% | 1% | 4% | 5.2% | -26% | 0.2% | -17%
O=C(NCc1ccccc1C(F)(F)F)C1CCC(=O)N(CCCc2ccccc2)C1 (stereo not given) | 0.6 | 69 | 5% | -0.2% | -24% | -30% | 0.7% | -20% | -0.1% | -39%
Cc1cccc(OCCCCc2c(C)n[nH]c2C)c1C | 8.9 | 43 | -2% | -0.5% | -8% | ? | -0.5% | 21% | -0.1% | 15%
CCN(Cc1ccccc1)C(=O)C1CCN(Cc2ccc(SC)cc2)CC1 | -0.7 | 33 | 23% | -0.2% | 9% | 18% | nt | 2%[20 µM] | 0.0% | -24%
CCC(C)c1ccc(NC(=O)NCCN2CCCCC2)cc1 (stereo not given) | 0.4 | 46 | 14% | 1.5% | -2% | 2% | 3.9% | -63%[20 µM] | 0.5% | -18%
O=C(Nc1cccc(Cl)c1N1CCOCC1)c1ccco1 | 3.9 | 53 | 6% | -0.2% | -2% | 3% | 0.2% | -30% | -0.1% | -30%
COc1cc(OC)c(NS(=O)(=O)c2ccc(Cl)c(C(=O)OC(C)C(=O)N3CCCC3)c2)cc1Cl (stereo not given) | 0.7 | 47 | 3% | 0.9% | -18% | -6% | 2.1% | -37% | 0.2% | -5%
CC(NC(=O)Cc1c(F)cccc1Cl)C1CCCO1 (stereo not given) | 0.2 | 51 | -3% | 1.7% | 5% | 13% | 0.4% | 18% | -0.1% | 3%
O=C(COc1ccc(S(=O)(=O)N2CCOCC2)cc1Cl)NCCCn1ccnc1 | -1.0 | 58 | 8% | 1.7% | -6% | -7% | -0.5% | -4% | 0.0% | -31%
CCOC(=O)C1CCN(C(=O)Nc2ccc(NC(=O)C3CCN(C(=O)OCC)CC3)cc2)CC1 | -0.7 | 58 | 9% | 1.9% | 8% | -2% | 2.9% | -16% | -0.1% | -16%
O=S(=O)(N/N=C/c1ccc2c(c1)OCCO2)c1ccc(Cl)cc1 | 0.4 | 63 | 9% | 0.6% | 8% | 21% | -0.9% | -22% | -0.1% | nt
CN(C)CCN(C(=O)c1ccc2c(c1)OCCO2)c1nc2ccc(Cl)cc2s1 | 1.7 | 51 | 9% | 3.2%[50 µM] | 2% | -4% | -3.6% | 7% | -0.6% | -19%
COc1ccc(OC)c2c(N3CCN(C)CC3)cc(C(F)(F)F)nc12 | -1.0 | 62 | 8% | 0.6% | 21% | 0% | -9.5% | -28% | -0.2% | 17%
CCOc1ccc(NC(=S)N2CCC(C(N)=O)CC2)cc1 | 0.0 | 76 | 3% | 1.4%[50 µM] | -4% | -6% | -0.6% | 14% | ? | -40%
COc1ccc(CNC(=O)COc2cc(O)c3c(c2)OC(C)(C)CC3=O)c(OC)c1 | -2.2 | 98 | -6% | -0.7% | -14% | 47% | nt | -27%[20 µM] | -0.1% | 1%
COc1ccc(Cl)cc1NC(=O)Nc1cccc([N+](=O)[O-])c1C | 13 | 33 | 0% | 0.5% | -4% | 32% | -1.2% | 5% | 0.2% | -16%
CCOC(=O)N1CCN(C(=O)C(NS(=O)(=O)c2cccc3nsnc23)c2ccccc2)CC1 (stereo not given) | -0.1 | 76 | 10% | 0.4% | -4% | -2% | -2.4% | 18% | -0.1% | -30%
COc1ccccc1N1CCN(C(=O)C2CCN(C(=O)c3ccccc3Cl)CC2)CC1 | -0.5 | 50 | 7% | 0.1% | -5% | 1% | 9.8% | -30% | -0.1% | -25%
COc1ccc(NCc2ccc([N+](=O)[O-])s2)c(OC)c1 | nt | nt | 34µM* | 2.5% | -13% | -4% | -3.2% | 14% | -0.1% | 29%
CCC(=O)Nc1cc(C(C)(C)C)ccc1C(C)=O | 0.9 | 58 | 4% | 6.5% | -10% | 6% | -0.3% | 22% | -0.1% | -14%
Cc1ccc(S(=O)(=O)N/N=C/c2ccccc2F)cc1[N+](=O)[O-] | 0.2 | 32 | 12% | 0.2% | 12% | -5% | -4.9% | 2% | -0.2% | -53%
Cc1nc2cc(NC(=O)Nc3ccc(N4CCOCC4)cc3)ccc2n1C | 0.8 | 54 | 13% | 3.3% | 11% | 1% | -6.0% | -18% | -0.2% | 4%
Cc1ccc(S(=O)(=O)CCC(=O)Nc2ccccc2Cl)cc1 | 0.7 | 80 | 0% | 0.0% | 1% | 8% | -3.1% | -14% | 0.0% | 3%
Cc1ccc(S(=O)(=O)N(C)c2ccc(C(=O)N3CCN(Cc4ccc5c(c4)OCO5)CC3)cc2)cc1 | -0.8 | 72 | 4% | 6.3% | 5% | 7% | 0.5% | -10% | -0.1% | 30%
CC(NC(=O)c1cn(C)c2ccc(S(=O)(=O)N3CCCC3)cc2c1=O)c1ccccc1 (stereo not given) | 0.4 | 55 | -15% | -0.4% | 9% | 3% | -5.5% | 5% | -0.1% | 0%
N#CCC(=O)N/N=C\c1cc(Br)ccc1OC/C=C/c1ccccc1 | 2.9 | 62 | 8% | 0.3%[50 µM] | -7% | 5% | nt | nt | -0.1% | -76%
CC(C)CC(=O)N1CCN(C(=O)c2ccc(F)cc2)CC1 | 2.1 | 77 | 2% | -0.5% | 3% | -4% | -4.8% | 8% | -0.1% | -26%
COc1ccc(C)cc1NC(=O)C(CCS(C)(=O)=O)NC(C)=O (stereo not given) | 1.0 | 95 | 10% | -0.5% | 9% | 10% | -3.4% | -7% | -0.3% | 6%
CCOc1ccc(S(=O)(=O)N(C)c2ccc(OCC(=O)OCc3c(C)noc3C)cc2)cc1 | -0.8 | 88 | 5% | 0.1% | -2% | 8% | 3.1% | 13% | -0.3% | 1%
O=C(OCc1cccc([N+](=O)[O-])c1)c1ccc[nH]c1=O | -2.1 | 51 | 5% | -0.2% | -5% | 20% | 1.1% | -8% | 0.2% | -22%
CCCN1C(=O)/C(=C/c2ccc(C)o2)SC1=Nc1ccc(OCC)cc1 | 4.0 | 50 | 1% | 0.7% | -20% | 5% | -0.5% | 34% | -0.1% | -14%
COc1ccc(C(=O)N2CCC(C(=O)N3CCN(Cc4ccccc4)CC3)CC2)cc1 | 0.4 | 50 | 11% | 0.0% | -11% | 2% | -2.4% | 4% | -0.1% | -38%
Nc1c(S(=O)(=O)c2ccccc2)csc1C(=O)O | -1.7 | 82 | -4% | 0.1% | 3% | -6% | -0.4% | -11% | -0.6% | -15%
CC1(C)Cc2c(C#N)c(SCC(=O)c3ccccc3)nc(N3CCOCC3)c2CS1 | 11 | 58 | 9% | 7.8% | 4% | 11% | 2.3% | -75% | 0.3% | -5%
CCCOc1ccc(C(=O)OCC(=O)c2c(N)n(C)c(=O)n(C)c2=O)cc1OCC | 0.2 | 41 | -7% | -0.6% | 0% | -8% | 4.6% | -12% | -0.4% | -12%
CC(=O)c1sc(Nc2nc3cc4c(cc3s2)OCO4)nc1C | nt | nt | 7% | 0.3% | 7% | 5% | -10% | 0% | -0.1% | -63%
CC(C)=C1C2C=CC1C(C(=O)Nc1cc(C)ccc1C)C2C(=O)O (stereo not given) | -0.6 | 65 | -6% | 0.6% | -6% | 29% | -0.7% | 14% | 0.6% | -7%
CCCCNc1c(NC(C)=O)c(=O)oc2ccccc12 | 1.2 | 79 | 4% | 0.5% | 6% | 21% | -0.4% | -2% | -0.4% | -39%
CCOC(=O)C1(CC2CCCCO2)CCN(Cc2nccn2-c2cccc(C)c2)CC1 (stereo not given) | -0.4 | 108 | 6% | 0.5% | -9% | 7% | 12% | -6% | -0.2% | -38%
COc1ccc(NC(=O)C(Br)C(C)C)cc1 (stereo not given) | -1.2 | 38 | 3% | -0.2% | -14% | -5% | -3.7% | -2%[20 µM] | -0.1% | -31%
CCN(C(=O)CN1CCc2ccccc21)c1c(N)n(Cc2ccccc2)c(=O)[nH]c1=O | 0.1 | 36 | 4% | 0.3% | 2% | 3% | -1.8% | -25% | -0.1% | -36%
COc1ccc(NS(=O)(=O)c2ccc(-c3n[nH]c(=S)n3Cc3ccccc3)cc2)cc1 | 2.8 | 69 | 17% | 0.3% | 7% | 6% | 0.5% | -9% | -0.1% | -3%
Cc1ccccc1-n1ncc2c1CC(C)(C)CC2NC(=O)CCC1=NNC(=O)CC1 (stereo not given) | 0.0 | 74 | -44% | -0.1% | 4% | -2% | -2.4% | -16% | -0.1% | 6%
C=C(C)COc1ccc2oc(C)c(C(=O)OCCOC)c2c1 | 5.9 | 93 | 7% | -0.6% | -1% | -17% | 2.2% | -37% | 0.1% | -37%
COC(=O)c1ccc(S(=O)(=O)c2ccc([N+](=O)[O-])cc2)cc1 | -0.9 | 96 | 10% | 0.0% | -12% | 1% | -1.8% | 14% | 0.3% | -7%
CCN(CC(=O)Nc1ccc2c(c1)OCCO2)S(=O)(=O)c1ccccc1 | -0.6 | 53 | 8% | 1.3%[50 µM] | -1% | 0% | 1.8% | -29% | 0.9% | -43%
COc1ccc(C(c2sc3nc(C)nn3c2O)N2CCC3(CC2)OCCO3)cc1 (stereo not given) | -0.4 | 54 | -1% | -0.3% | 15% | 7% | 0.2% | -14% | 0.0% | -8%
O=C(NCc1ccc(OC(F)(F)F)cc1)C1CC2Cn3c(nc4ccccc43)C2N1Cc1ccccc1 (stereo not given) | 6.6 | 51 | 4% | 1.1% | -4% | -5% | 5.3% | -48%[20 µM] | -0.2% | -17%
CC(C)CCNC(=O)Cn1c2c(c(-c3ccccc3Cl)cc1=O)CCC2 | -1.2 | 83 | 11% | -0.8% | 23% | 2% | 15% | -6% | -0.1% | 14%

A portion of the library; the hit share may differ from the screen's.
